D2 agonist: agonists of human D2 dopamine receptor. HEK293 T-REx D2 cells, calcium flux agonist mode. 340,000 tested, 0.53% active. activation, % at 2 µM. P14416. AID 485358;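 active means activation over 3 SD above normal in the single-dose calcium agonist read, cut at about 30% in these data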; further: 0% is about no effect
Target sequence (P14416 whole entry, looked up): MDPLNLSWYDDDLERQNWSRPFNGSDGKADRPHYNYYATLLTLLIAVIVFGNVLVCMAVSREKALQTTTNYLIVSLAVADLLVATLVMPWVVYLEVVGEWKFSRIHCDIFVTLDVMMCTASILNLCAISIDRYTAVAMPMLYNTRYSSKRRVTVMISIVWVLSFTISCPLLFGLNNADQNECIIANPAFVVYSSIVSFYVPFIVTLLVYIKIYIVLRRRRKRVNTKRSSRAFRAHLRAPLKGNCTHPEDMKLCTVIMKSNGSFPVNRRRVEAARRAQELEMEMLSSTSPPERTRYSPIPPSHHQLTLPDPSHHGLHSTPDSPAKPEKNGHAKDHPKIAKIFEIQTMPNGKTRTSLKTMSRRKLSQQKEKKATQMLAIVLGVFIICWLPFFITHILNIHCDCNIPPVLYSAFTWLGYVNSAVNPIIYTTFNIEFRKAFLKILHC
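HEK293 Trex D2 cells, tetracycline-induced, o/n 30 C 5% CO2; no-wash Ca dye, RT 30–90 min; 10-cycle baseline, 23 nl cpd added, kinetic Ca read 180 s; agonist hits = positive Ca response.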
D2 antagonist: D2 dopamine receptor (human) antagonism; P14416; HEK293 TREx D2 cells, calcium flux, dopamine EC80; inhibition, % at 10 µM; 340,000 tested, 2% active; in the data active means inhibition above about 30%; further: 0% is about no effect
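Antagonism is scored as inhibition of an EC80 dopamine-evoked calcium signal in a force-coupled, tetracycline-inducible HEK293 T-REx D2 line, with compound present 180 s before agonist.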
TRHR enhancer: allosteric enhancers of human TRH receptor | P34981 | TRHR cells, fluo-8 calcium fluorescence, EC20 TRH enhancement | enhancement, % at 2 µM | 360,000 tested, 0.66% active; in the data active means enhancement above about 30%; further: 0% is about no effect
Target sequence (P34981 whole entry, looked up): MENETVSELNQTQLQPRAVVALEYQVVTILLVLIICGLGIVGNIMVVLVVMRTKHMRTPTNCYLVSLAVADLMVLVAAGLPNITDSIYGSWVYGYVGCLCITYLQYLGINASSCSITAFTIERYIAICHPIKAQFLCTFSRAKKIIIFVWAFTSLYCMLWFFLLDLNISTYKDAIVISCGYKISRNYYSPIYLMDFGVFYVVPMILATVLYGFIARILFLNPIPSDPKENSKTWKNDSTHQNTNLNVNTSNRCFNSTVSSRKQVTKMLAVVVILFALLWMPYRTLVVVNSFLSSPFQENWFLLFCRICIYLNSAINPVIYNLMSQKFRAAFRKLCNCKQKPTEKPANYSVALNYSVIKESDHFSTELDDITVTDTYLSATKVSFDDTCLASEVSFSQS
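TRHR-expressing cells loaded with fluo-8 calcium dye were read kinetically (ex 480/em 530) during compound addition, then stimulated with an EC20 of TRH (10 nM final). Enhancement of the Gq-mediated intracellular calcium response was scored.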
D1 potentiator: enhances dopamine response at the human D1 receptor | AID 504651 | P21728 | HEK293 TREx D1 cells, calcium flux, dopamine EC20 potentiation | potentiation, % at 10 µM | 360,000 tested, 0.036% active; in the data active means potentiation above about 30%; further: 0% is about no effect
D1 antagonist: human D1 dopamine receptor antagonism. P21728. HEK293 TREx D1 cells, calcium flux, dopamine EC80; active compounds read low. activity change, negative = inhibition, % at 10 µM. 360,000 tested, 3.2% active. AID 504652; in the data active means activity change below about -30%; further: on the % scale 0 is the no-effect control and ±100 the full control effect
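Cells carrying a force-coupled, tetracycline-inducible human D1 receptor report calcium flux. Each well gets a 10 s baseline, compound with 180 s monitoring, then an EC80 dopamine stimulus with a second 180 s kinetic read.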
D2 potentiator: D2 dopamine receptor (human) potentiation; AID 485347; potentiation, % at 10 µM; 340,000 tested, 0.34% active; P14416; HEK293 T-REx D2, calcium flux, EC20 dopamine potentiation;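 active means potentiation over 3 SD above the plate norm, cut at about 30% in these data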; further: 0% is about no effect
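Potentiation of an EC20 dopamine calcium response is measured in a force-coupled, tetracycline-inducible Hek293 Trex D2 line. Compound-only kinetic reads over 180 s flag agonists before dopamine addition.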
TRHR agonist: activates the human TRH receptor; TRHR cells, calcium flux fluo-8, FDSS agonist mode; activation, % at 2 µM; 360,000 tested, 0.18% active; further: 0% is about no effect
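TRHR-expressing cells, plated overnight in medium with 10% serum, were loaded with fluo-8 calcium dye at room temperature. After a 10 s baseline, library compound was pin-added and calcium release was recorded kinetically (ex 480/em 530) as agonist response.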
D1 ag: agonists of human D1 dopamine receptor | HEK293 T-REx D1 cells, calcium flux, agonist mode | activation, % at 2 µM | 360,000 tested, 1% active | AID 504660; further: 0% is about no effect
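Tetracycline-induced HEK293 TREx D1 cells, force-coupled to calcium signalling, were dye-loaded with a no-wash calcium kit. Compound was pin-added after a 10 s baseline. Fluorescence was read kinetically at 1 cycle/s for 180 s, with calcium rises flagged as agonism.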
RXFP1 antag: antagonists of human relaxin receptor RXFP1. HEK293-RXFP1, relaxin-stimulated cAMP HTRF, 30 min; active compounds read low. 350,000 tested, 0.59% active. AID 1259400. activity change, negative = inhibition, % at 57.5 µM;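 active means activity change of -60% or lower, but not beyond a set lower limit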; further: on the % scale 0 is the no-effect control and ±100 the full control effect
* hit, by the source's call; x = no result given. Unless noted, no stated cut-off is given here; in the data, active means activation above about 30%; inactive means the rest.

SMILES	D2 agonist	D2 antagonist	TRHR enhancer	D1 potentiator	D1 antagonist	D2 potentiator	TRHR agonist	D1 ag	RXFP1 antag
O=C(O)CC1CCC(=C(Cl)Cl)C1 (stereo not drawn)	-0.1	-5.7	2.4	-1.6	5.2	15.5	-0.2	2.2	2.5
COc1ccc(NC(=O)CC2C(=O)N(c3ccc(C)cc3)C(=O)N2Cc2ccc3c(c2)OCO3)cc1 (stereo not drawn)	-1.1	x	3.3	-1.4	-7.7	-2.9	-1.5	8.1	x
Cc1ccc(-c2ccc(S(=O)(=O)NCC3CCCO3)cc2)cc1 (stereo not drawn)	0.0	-0.8	-2.0	-6.0	-31.6*	10.6	-0.6	8.4	-5.0
Cc1nn(C)c(C(=O)N/N=C/c2cccc3ccccc23)c1Cl	-0.8	17.2	-4.1	-0.9	7.8	-8.5	-0.4	-0.6	-10.0
COc1ccc(/C=C/c2ccncc2)c2ccccc12	-0.9	44.6*	-8.1	-3.6	-13.6	8.5	2.3	1.7	-4.0
Cc1nnc(SCC(=O)N/N=C/c2cn(-c3ccccc3)nc2-c2ccccc2)n1-c1ccccc1	0.8	-2.7	-1.2	-1.4	-22.1	12.4	0.3	1.6	-1.4
Clc1ccc(Nc2nc(C3CC3)cs2)cc1	-0.8	-25.3	16.5	0.1	-6.0	-4.7	0.0	0.4	x
COc1ccc(NC(=O)CCN2CCCC(C)C2)cc1 (stereo not drawn)	0.3	8.1	7.0	-0.6	-5.6	-22.8	1.2	0.9	3.2
CCOc1ccc(CNC(=O)CCS(=O)(=O)c2ccc3c(c2)NC(=O)CO3)cc1OC	0.1	2.1	9.3	-2.5	-1.3	2.3	0.7	1.9	6.1
C=CCOc1ccc(/C(O)=C2/C(=O)C(=O)N(CCN3CCOCC3)C2c2ccc(C)cc2)cc1 (stereo not drawn)	-0.3	-10.8	29.5	-6.8	-14.4	2.8	-2.2	0.9	0.6

Profiles from above. Screens in order: D2 agonist | D2 antagonist | TRHR enhancer | D1 potentiator | D1 antagonist | D2 potentiator | TRHR agonist | D1 ag | RXFP1 antag
Cc1nnc(SCC(=O)N/N=C/c2cn(-c3ccccc3)nc2-c2ccccc2)n1-c1ccccc1 across the screens: 0.8 | -2.7 | -1.2 | -1.4 | -22.1 | 12.4 | 0.3 | 1.6 | -1.4
COc1ccc(/C=C/c2ccncc2)c2ccccc12 across the screens: -0.9 | 44.6* | -8.1 | -3.6 | -13.6 | 8.5 | 2.3 | 1.7 | -4.0
C=CCOc1ccc(/C(O)=C2/C(=O)C(=O)N(CCN3CCOCC3)C2c2ccc(C)cc2)cc1 (stereo not drawn) across the screens: -0.3 | -10.8 | 29.5 | -6.8 | -14.4 | 2.8 | -2.2 | 0.9 | 0.6
Cc1nn(C)c(C(=O)N/N=C/c2cccc3ccccc23)c1Cl across the screens: -0.8 | 17.2 | -4.1 | -0.9 | 7.8 | -8.5 | -0.4 | -0.6 | -10.0
COc1ccc(NC(=O)CC2C(=O)N(c3ccc(C)cc3)C(=O)N2Cc2ccc3c(c2)OCO3)cc1 (stereo not drawn) across the screens: -1.1 | x | 3.3 | -1.4 | -7.7 | -2.9 | -1.5 | 8.1 | x

Additional results.
SMILES	D2 agonist	D2 antagonist	TRHR enhancer	D1 potentiator	D1 antagonist	D2 potentiator	TRHR agonist	D1 ag	RXFP1 antag
CCOC(=O)c1cnc(SCC(=O)NNC(=O)c2ccco2)nc1N	5.5	-17.0	6.0	3.1	5.0	x	0.0	1.7	-10.9
NNC(=O)c1c(O)c2cccc3c2n(c1=O)CCC3	0.5	-7.6	-10.3	-0.9	14.6	4.5	-0.5	4.5	3.3
CCOc1ccccc1NC(=O)CCn1cccc1	-0.3	-0.5	-3.7	0.8	-23.6	-1.0	-0.3	3.9	0.3
Cc1ccc(NC(=O)CCN2C(=O)C3C4CCC(C4)C3C2=O)cc1Cl (stereo not drawn)	x	x	-2.5	-3.5	-25.9	x	-0.3	4.7	-13.0
COc1cc(/C=C2\SC(N)=NC2=O)cc(Cl)c1O	3.8	1.8	12.3	-14.0	-2.3	4.7	9.4	13.9	-4.1
Cc1cc(OCC(=O)N(Cc2ccco2)C2CCS(=O)(=O)C2)ccc1Cl (stereo not drawn)	1.3	2.1	1.9	3.8	0.4	16.3	0.0	3.5	-11.4
c1ccc(Oc2cccc3cccnc23)nc1	0.8	-6.9	-0.9	0.1	-1.0	7.2	0.4	1.0	5.2
O=C(NCc1ccc(Cl)cc1Cl)c1ccccn1	0.6	-15.4	-8.4	2.1	8.3	6.6	-0.2	-0.2	-9.3
COc1ccc([C@H]2CC(=O)C=C(c3cc(Cl)ccc3OC)C2)cc1	0.4	10.2	-2.3	2.3	x	2.2	0.4	-0.4	x
O=C(NCc1ccc(C(F)(F)F)cc1)C12CN(Cc3ccccc3)CC1C(c1cccc([N+](=O)[O-])c1)=NO2 (stereo not drawn)	2.7	4.7	1.3	-1.6	-0.2	-5.0	0.5	10.8	x
COc1ccc(OCC(=O)Nc2cccc(OC)c2)cc1	x	x	-3.1	2.8	-12.3	x	-0.8	0.0	-0.9
CCOC(=O)CSc1ncnc2c1cnn2-c1ccccc1	-0.3	4.1	3.6	-5.0	0.7	-6.9	0.1	3.2	-6.0
CCCCc1nnc(SC(C)C(=O)Nc2nccs2)n1C (stereo not drawn)	1.3	7.7	-0.1	-2.6	-5.3	-6.9	0.5	1.4	-7.0
CCOc1cc(N2CCOCC2)c(OCC)cc1NC(=O)c1ccco1	-0.2	-7.0	23.1	-1.8	5.7	4.4	-0.5	5.6	-7.8
O=C(/C=C/c1ccc(F)cc1)NCCCn1ccnc1	0.1	-10.7	4.0	-3.4	0.3	-5.0	0.8	2.3	4.5
O=C(C#Cc1ccccc1)c1ccc([N+](=O)[O-])cc1	0.2	11.6	-9.5	-2.4	-18.0	14.2	4.2	3.7	-61.4*
O=[N+]([O-])c1cccnc1N1CCN(c2ccc(F)cc2)CC1	-1.8	-6.7	36.8*	-3.0	-5.1	0.0	1.3	0.6	-10.6
Nc1ncc2c(n1)CCN(c1ccc([N+](=O)[O-])cc1)C2	x	x	2.4	-5.0	-7.0	x	-1.1	6.2	-6.2
Clc1cccc(Cl)c1CNCCCSc1ncccn1	1.1	-3.4	-3.6	-7.0	-13.2	-1.9	0.3	1.8	13.0
Cc1sc2nc(SCc3nc(-c4ccccc4)no3)n(-c3ccccc3)c(=O)c2c1C	-0.4	9.0	0.4	-0.6	-0.2	33.7*	0.8	-0.5	-5.8

Results in TRHR agonist and D2 antagonist, for some of the entries so far:
Molecule	TRHR agonist	D2 antagonist
C=CCOc1ccc(/C(O)=C2/C(=O)C(=O)N(CCN3CCOCC3)C2c2ccc(C)cc2)cc1 (stereo not drawn)	-2.2	-10.8
CCOC(=O)c1cnc(SCC(=O)NNC(=O)c2ccco2)nc1N	0.0	-17.0

Continued.
SMILES	D2 agonist	D2 antagonist	TRHR enhancer	D1 potentiator	D1 antagonist	D2 potentiator	TRHR agonist	D1 ag	RXFP1 antag
COc1cc(NC(=O)c2c(OC)cccc2OC)ccc1NC(=O)c1cc2ccccc2o1	-1.7	-2.3	-4.0	3.0	-1.7	-3.0	-0.7	0.7	11.4
O=C(NCc1ccccn1)Nc1cccc(Cl)c1	-0.1	-12.3	-7.2	-5.3	5.1	-3.3	0.1	2.1	3.7
CCC(=O)N/C(N)=N/c1nc(C)c2cc(OC)ccc2n1	x	x	4.9	-1.9	12.2	x	-0.2	0.5	32.5
COc1cc(C(=O)ON=C2C3CC4CC(C3)CC2C4)cc(OC)c1OC	-1.0	-16.0	5.7	-6.5	-17.4	3.0	0.0	2.3	-5.5
Cc1ccc(S(=O)(=O)NC(=O)N2CCC(C)CC2)cc1	-0.2	-13.6	0.8	-7.2	-3.8	-2.8	0.0	3.6	x
O=[N+]([O-])c1cccc(C=Nc2cccc3ccccc23)c1O	-0.8	-4.7	-17.4	-0.8	4.6	5.4	-0.1	2.3	-29.6
O=C(Cc1cccs1)NCc1cccs1	0.4	23.3	6.7	8.5	-1.5	8.9	0.1	4.4	-0.8
COc1cccc(C2(O)CCN(C(=O)C(C)C)CC2)c1	-0.4	-9.9	0.7	-3.5	12.3	15.9	-0.8	0.6	4.7
O=S(=O)(N1CCOCC1)N1CCN(c2ccc(F)cc2)CC1	x	x	-8.1	-4.7	3.1	x	-0.3	0.6	-23.5
Cn1cccc1/C=N/NC(=O)Cc1ccccc1	0.1	5.2	-4.8	0.0	-16.2	-7.2	-1.0	6.7	-0.8
CC(C(=O)Nc1ncn[nH]1)N1C(=O)c2ccccc2C1=O (stereo not drawn)	0.3	-4.3	5.9	-3.9	3.6	2.7	0.3	1.1	-0.6
C#CCn1c(=NC(=O)c2sc3ccccc3c2Cl)sc2cc(S(N)(=O)=O)ccc21	-0.7	-13.7	-3.2	0.8	4.8	-5.1	0.8	1.1	-20.7
CCNC(=S)Nc1cccc([N+](=O)[O-])c1	-2.0	-2.2	-4.0	-5.5	-12.6	1.9	0.3	9.2	x
CC[C@@]12C(=O)N(c3cccc(Br)c3)C(=O)N1[C@H](c1ccc(Br)cc1)[C@@H]1C(=O)N(C(C)(C)C)C(=O)[C@@H]12	1.0	32.3*	2.3	-5.0	-15.5	-5.5	0.8	4.3	x
CS(=O)(=O)Nc1cccc(C2=NN(S(=O)(=O)c3ccccc3)C(c3ccco3)C2)c1 (stereo not drawn)	0.3	9.0	7.2	3.8	-0.4	9.9	0.3	1.2	-10.5
N#CC(C#N)=Cc1ccc(OCC(=O)N2CCOCC2)cc1	0.2	0.3	-7.5	-2.9	-4.4	6.0	0.4	2.8	-11.6
CC(OC(=O)c1ccco1)C(=O)NCc1cccs1 (stereo not drawn)	-0.5	-1.3	-5.6	-6.3	0.8	-8.5	-0.1	1.7	-9.8
CCOC(=O)c1cncc(NC(=O)c2ccccc2)c1	-0.4	4.6	-3.7	-3.2	3.5	4.3	1.4	0.6	-4.7
COc1ccc(C(=O)Nc2c(N)nc(SCC(=O)Nc3ccc(NC(C)=O)cc3)[nH]c2=O)cc1OC	0.7	-6.9	5.6	2.5	-18.2	9.3	-0.7	9.9	-1.7
Cc1sc2ncnc(N(C)C3CCCCC3)c2c1C	0.5	5.6	-4.0	-1.9	10.4	13.5	-0.2	13.0	-4.8
O=S(=O)(Nc1nccs1)c1cc(Cl)ccc1Cl	0.6	1.0	3.4	-5.2	-1.4	-2.6	0.0	0.7	14.1
CN(Cc1ccccc1)C(=O)c1cc2c(=O)n(C)c3ccccc3c2s1	-0.2	x	18.6	-2.0	28.1	25.7	-1.2	0.3	-6.6
